GPR151 ag – activates the human receptor GPR151; Q8TDV0; PathHunter beta-arrestin GPR151 cells, luminescence; 650,000 compounds, 1% hits; activation, % at 11.2 µM; in the data active = activation above about 4.9%;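 also: 0% = median of compound wells and 100% = cells with positive control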
Target sequence (Q8TDV0 whole entry, looked up): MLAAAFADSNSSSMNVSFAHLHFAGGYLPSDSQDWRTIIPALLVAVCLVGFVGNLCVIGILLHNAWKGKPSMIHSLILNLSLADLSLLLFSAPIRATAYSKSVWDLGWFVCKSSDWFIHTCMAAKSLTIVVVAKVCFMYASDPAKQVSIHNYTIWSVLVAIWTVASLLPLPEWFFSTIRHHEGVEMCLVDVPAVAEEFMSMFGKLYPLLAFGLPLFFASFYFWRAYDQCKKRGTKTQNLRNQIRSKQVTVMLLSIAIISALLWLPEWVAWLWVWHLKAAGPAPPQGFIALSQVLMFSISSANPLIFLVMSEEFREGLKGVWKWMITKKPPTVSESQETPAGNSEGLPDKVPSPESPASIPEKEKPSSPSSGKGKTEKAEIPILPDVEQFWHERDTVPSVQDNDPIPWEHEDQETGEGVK
FBW7 act – activators of human E3 ligase FBW7. Q969H0. normalized activity (activation), % at 26.1 µM. AlphaScreen FBW7–phospho-cyclin E peptide binding, activator screen. AID 1259310. 650,000 compounds, 0.13% hits; in the data active = normalized activity above about 1.9%;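 also: purified mutant Fbw7 with reduced substrate affinity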
Target sequence (Q969H0 whole entry, looked up): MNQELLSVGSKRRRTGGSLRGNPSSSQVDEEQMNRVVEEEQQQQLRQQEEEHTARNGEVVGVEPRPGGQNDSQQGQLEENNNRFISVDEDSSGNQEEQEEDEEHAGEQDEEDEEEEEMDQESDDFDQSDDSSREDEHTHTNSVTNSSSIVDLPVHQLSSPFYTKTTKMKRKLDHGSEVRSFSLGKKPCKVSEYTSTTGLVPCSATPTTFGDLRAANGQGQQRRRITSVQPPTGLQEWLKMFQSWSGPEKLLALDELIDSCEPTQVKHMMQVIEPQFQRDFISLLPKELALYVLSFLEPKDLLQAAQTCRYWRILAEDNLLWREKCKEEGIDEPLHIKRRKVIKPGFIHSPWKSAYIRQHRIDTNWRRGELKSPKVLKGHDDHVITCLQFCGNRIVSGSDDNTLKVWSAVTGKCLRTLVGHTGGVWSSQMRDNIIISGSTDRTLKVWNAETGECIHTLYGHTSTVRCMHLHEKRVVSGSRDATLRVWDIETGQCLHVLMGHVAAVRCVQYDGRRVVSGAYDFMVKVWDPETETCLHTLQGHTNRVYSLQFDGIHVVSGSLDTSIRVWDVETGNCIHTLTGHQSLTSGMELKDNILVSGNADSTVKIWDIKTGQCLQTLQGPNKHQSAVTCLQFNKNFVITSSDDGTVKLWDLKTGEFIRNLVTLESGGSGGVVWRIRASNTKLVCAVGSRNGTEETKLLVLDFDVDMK
MITF primary – blocks human microphthalmia-associated transcription factor. O75030. AlphaScreen MITF homodimerization, bead proximity signal. inhibition, % at 2.6 µM. 650,000 compounds, 0.91% hits; in the data active = inhibition above about 50%;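 also: 0% = vehicle wells with protein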
TEAD-YAP block – TEAD-YAP interaction inhibition; 640,000 compounds, 1.4% hits; inhibition, % at 9.12 µM; HEK-TIYL cells, TEAD-Gal4/YAP UAS-luciferase luminescence; AID 1259422; in the data active = inhibition above about 32%;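 also: 0% = median of test compound wells and 100% = reference inhibitor wells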
Starred values were filed as active, the others as inactive; & = joins results of further samples. This is a random part of the collection (roughly 3.4% active in at least one column).

SMILES	GPR151 ag	FBW7 act	MITF primary	TEAD-YAP block
COc1ccccc1C1CN(CC(=O)N2CC[C@@H](O)C2)Cc2ccccc2O1 (stereo partly drawn)	2.6	-0.6	5	-1
Cc1ccc(OCC(=O)Nc2ccc(S(=O)(=O)Nc3nc(C)cc(C)n3)cc2)c(C)c1	2.4	0.1	-6	5
CCCOc1ccc(N2C(=O)CC(N3CCN(C(c4ccc(F)cc4)c4ccc(F)cc4)CC3)C2=O)cc1 (stereo not drawn)	-1.3	-0.1	0	-7
Cc1cc(C)cc(NC2=C(N3CCN(C)CC3)C(=O)c3ccccc3C2=O)c1	-0.1	0.0	33	14
CC(O)CN1C(=O)CCC1CCNCc1cc2c(cc1Cl)OCO2 (stereo not drawn)	1.3	-0.1	-3	2
Nc1cc(N)nc(SCC(=O)Nc2ccccn2)n1	2.9	0.1	10	8
Cc1ccc(C(C(=O)NC2CCCCC2)N2CCC3(CC2)OCCO3)cc1 (stereo not drawn)	-0.9	0.3	28	-15
CCOC(=O)N/N=C/c1cc(Br)ccc1OC	2.1	0.1	3	-10
COCCNc1ccc2ncc(-c3ccccc3Oc3ccccc3)n2n1	0.3	0.1	8	-7
O=C(O)C1CC=C(Cl)CC1C(=O)Nc1cncs1 (stereo not drawn)	0.0	0.1	-8	6

Random excerpt: three entries already listed.
SMILES	GPR151 ag	FBW7 act	MITF primary	TEAD-YAP block
COc1ccccc1C1CN(CC(=O)N2CC[C@@H](O)C2)Cc2ccccc2O1 (stereo partly drawn)	2.6	-0.6	5	-1
O=C(O)C1CC=C(Cl)CC1C(=O)Nc1cncs1 (stereo not drawn)	0.0	0.1	-8	6
CC(O)CN1C(=O)CCC1CCNCc1cc2c(cc1Cl)OCO2 (stereo not drawn)	1.3	-0.1	-3	2

Following part:
SMILES	GPR151 ag	FBW7 act	MITF primary	TEAD-YAP block
C/C(=N/NC(=O)c1ccccc1Cl)C(C)(C)C	-0.2	0.0	-4	-2
Clc1ccc(-c2nc(NCc3cccnc3)c3ccccc3n2)c(Cl)c1	0.3	0.1	14	-2
COc1ccccc1/C=C(/C#N)c1cccc(C#N)c1	-0.1	1.3	28	1
Cc1ccc(C)c(CSc2ncccc2C(=O)O)c1	1.4	0.6	5	-1
CCOC(=O)N1CCN(C(=S)Nc2cccc(F)c2)CC1	-0.1	0.1	3	1
CN1[C@@H](C(=O)Nc2cccc(C(F)(F)F)c2)C[C@@H](c2ccco2)NS1(=O)=O	-1.2	-0.2	6	12
Cc1ccc(NC(=O)CCN2C(=O)c3ccccc3S2(=O)=O)c(C)c1	0.1	0.1	-10	1
CC(=O)Nc1ccc(NS(=O)(=O)c2ccc(F)c(C)c2)cc1	-0.2	-0.2	-3	3
OCC1(CCOc2ccccc2)CCN(CC2CC=CCC2)CC1 (stereo not drawn)	3.1	-0.1	-3	3
Cc1cc2ncn(S(=O)(=O)c3ccc(Cl)c(C)c3)c2cc1C	1.6	0.0	13	20
O=C(C1CC1)N1CCN=C1SCc1ccc(Cl)cc1	-1.3	-0.3	-17	2
CCOC(=O)C(=CNc1ccccc1C(=O)O)C(=O)OCC	-0.1	0.0	4	8
O=C(COC(=O)CNC(=O)c1ccccc1F)Nc1ccc(Cl)cn1	0.5	-0.1	-9	-5
CCOc1ccc(-c2cc(-c3nc(-c4ccccc4F)no3)[nH]n2)cc1	-1.4	-0.2	-10	-4
Cc1ccc(NC2CC(O)C(CO)O2)cc1C (stereo not drawn)	0.0	0.0	8	6
CCN(CC)C(=O)c1ccc(N=Cc2c(O)n(-c3cccc(C)c3)c(=O)[nH]c2=O)cc1	2.1	0.1	-3	3
CCOC(=O)c1c(C)[nH]c(C)c1C(=O)COC(=O)C12CC3CC(CC(C3)C1)C2	-2.4	0.4	12	6
COC(=O)CCn1[nH]c(=O)c2ccccc2c1=O	-1.3	0.0	7	2
Cc1ccc(S(=O)(=O)Nc2cc(C)c(O)c(Sc3ncn[nH]3)c2)cc1	1.8	0.1	0	-3
N/C(=N/O)c1cc([N+](=O)[O-])ccc1NCCCN1CCOCC1	-0.1	-0.1	2	7
COc1cccc(Oc2c(C)oc3cc(OS(C)(=O)=O)ccc3c2=O)c1	0.7	0.0	-4	44*
CCc1cccc(C)c1NC(=O)COc1ccc(C(C)C)cc1	3.0	0.0	-23	-7
O=C(Nc1ccc2oc(=O)ccc2c1)c1ccc2ccccc2c1	1.9	0.1	4	-3
Cc1ccccc1-n1nc2c(c1NC(=O)c1c(F)cccc1F)CS(=O)C2 (stereo not drawn)	-0.6	0.2	-5	-8
CC(=O)c1cc(CN2CCN(Cc3ccc(C)cc3)C(CCO)C2)cs1 (stereo not drawn)	-1.6	0.0	-5	3
COc1ccccc1NC(=S)N1CCN(C(=O)c2ccco2)CC1	-1.5	-0.1	-5	0
Cc1ccc(NC(=O)Nc2nnc(COc3ccc([N+](=O)[O-])cc3)s2)cc1	-0.6	0.1	5	0
O=C(O)C(CO)NS(=O)(=O)c1ccc(Br)cc1 (stereo not drawn)	0.0	-0.1	-10	-4
Cc1ccc(C(=O)NCC2CCC3(CCN(C(=O)c4ccoc4)CC3)O2)cc1C (stereo not drawn)	1.6	0.2	7	13
COc1ccccc1CNC(=O)c1ccc2nc(-c3cccs3)c(-c3cccs3)nc2c1	-1.0	0.3	14	10

Part of the list above in another layout:
SMILES | GPR151 ag | FBW7 act | MITF primary | TEAD-YAP block
O=C(O)C1CC=C(Cl)CC1C(=O)Nc1cncs1 (stereo not drawn) | 0.0 | 0.1 | -8 | 6
Cc1ccc(S(=O)(=O)Nc2cc(C)c(O)c(Sc3ncn[nH]3)c2)cc1 | 1.8 | 0.1 | 0 | -3

The listing continues.
SMILES	GPR151 ag	FBW7 act	MITF primary	TEAD-YAP block
CC(=O)Nc1ccc(-c2cn[nH]c2-c2ccc(F)cc2)cc1	2.0	0.0	-8	-1
NC(=O)COc1ccc(/C=N/NS(=O)(=O)c2ccccc2)cc1	-1.4	0.2	15	-8
CC1CCc2nn(CC(=O)N3CCN(C4CCCCC4)CC3)cc2C1 (stereo not drawn)	-1.4	0.1	-14	-6
COc1cccc2cc(C(=O)NCC(c3ccco3)N3CCN(c4ccc(F)cc4)CC3)c(=O)oc12 (stereo not drawn)	2.2	-0.2	1	-6
COc1ccc(CCNC(=O)c2ccc3c(c2)nc(C)n3-c2ccc(OCc3ccccc3)cc2)cc1OC	0.1	-0.2	2	-17
Cc1ccc2nc(=S)n(C(=O)c3ccccc3F)n2c1	-1.1	-0.1	2	62*
CCc1ccccc1-n1c(SCC(=O)N(CC)CC)nc2n[nH]c(C)c2c1=N	-1.0	0.6	5	-11
Cn1cc(/C=N/NC(=O)c2ccc(O)cc2O)c2ccccc21	-0.2	0.0	-6	6
Cc1c(C(=O)OC2CCCCC2)sc2ncn(Cc3ccccc3Cl)c(=O)c12	1.2	-0.2	0	0
CCOC(=O)c1ccc(NC(=O)CCCOc2ccccc2)cc1	2.9	0.8	10	6
COc1cc(OC)c(C2=NOC(C(=O)N3CCC4(CC3)OCCO4)C2)cc1Cl (stereo not drawn)	-1.2	0.0	5	-9
COc1ccc(-c2nc(NC3CCCCC3)c3ccccc3n2)cc1OC	1.8	-0.1	-2	15
O=C(CCCn1c(SCc2ccccc2Cl)nc2ccccc2c1=O)NCCCN1CCOCC1	-1.1	-0.1	-5	-5
Cc1c(Cl)cccc1NC(=O)C(=O)NCCc1ccccc1Cl	0.2	0.0	0	0
CCCCN(CC)C(=O)c1cc(Cl)ccc1OC	-0.4	0.6	7	14
Cc1ccc(N2C(=O)c3ccccc3C2=O)c([N+](=O)[O-])c1	0.4	-0.1	1	-8
N#C/C(=C\c1cc2c(cc1[N+](=O)[O-])OCO2)C(=O)Nc1ccc(Cl)cc1	0.1	-0.2	0	-3
Cc1oc(-c2cccc(Cl)c2)nc1CN1CCCC(C(=O)NCc2ccco2)C1 (stereo not drawn)	-0.9	0.6	25	-8
Clc1ccc(CSc2nc3ncccc3[nH]2)cc1	-3.2	0.2	12	-60
CC(C)COC(=O)COc1ccc2c(=O)c(Oc3ccccc3Br)coc2c1	0.4	-0.2	-14	1
CCOC(=O)C1=C(CN(CC)CC)N(C)C(=O)NC1c1ccccc1 (stereo not drawn)	0.3	-0.1	2	5
OC1(CC#CCN2CCCCCC2)c2ccccc2-c2ccccc21	0.5	0.5	6	7
CC(C)OCCCNC(=O)Cc1ccc(Br)cc1	0.0	0.4	13	3
COc1cc(/C=N/NC(N)=S)ccc1OC(=O)c1ccc([N+](=O)[O-])cc1	-0.6	-0.3	3	-5
CC(=O)c1sc(N)c(C(=O)OC(C)C)c1C	-0.8	0.1	22	-18
Cc1ccc(S(=O)(=O)N2CCC(C(=O)NNC(=O)c3cccnc3)CC2)cc1	-0.6	0.1	5	0
O=C(NCc1ccco1)N1CCN(Cc2nc3cc4ccccc4cc3[nH]2)CC1	-0.6	0.1	10	13
COc1ccc(CCNC(=O)CSc2nc3ccccc3c3nc(CCN4CCCCC4)nn23)cc1OC	-0.5	0.2	5	0
CCOC(=O)CN(C)Cc1ccc(OCC(O)CN(C)Cc2ccccc2)cc1 (stereo not drawn)	1.9	0.0	2	-2
C=CCNC(=O)CCCCCn1c(=S)[nH]c2cc3c(cc2c1=O)OCO3	-1.3	0.3	13	11
COc1ccccc1C(=O)Nc1ccc2c(c1)CN(Cc1cnc(N)nc1)CC2	-0.3	0.1	11	-6
COCC(=O)Nc1cc(CNC(=O)c2csc(C)n2)cc(C(=O)OC)c1	0.5	0.4	15	13
CCN1C(=O)Cc2cc(NC(=O)Nc3ccccc3)ccc21	-0.8	-0.1	-1	-40
CCC1CCCCN1C(=O)CSc1nnc(-c2cccc(C)c2)o1 (stereo not drawn)	-1.0	-0.1	-1	-53
Clc1ccccc1Cc1noc(CN2CCCCC2c2ccccn2)n1 (stereo not drawn)	1.0	-0.1	12	-4
O=C(NCc1nnc2n1CCN(C(=O)Cc1ccc3c(c1)OCO3)CC2)C1CCOC1 (stereo not drawn)	1.2	-0.1	-3	-2
C=CCN1/C(=C/c2cc[n+](C)cc2)Sc2ccccc21	0.7	-0.1	14	87*
COc1ccccc1NC(=O)Cn1nnc(-c2ccccc2NC(=O)C2CCCCC2)n1	-0.7	0.1	-5	15
CCOC(=O)c1cc(S(=O)(=O)NC(C)CC)cn1C (stereo not drawn)	-0.3	0.3	8	3
CCOC(=O)c1[nH]c2cc(OC)c(OC)cc2c1NS(C)(=O)=O	1.3	0.0	2	-1

Shown field by field: part of the list above
COc1ccccc1C(=O)Nc1ccc2c(c1)CN(Cc1cnc(N)nc1)CC2
  GPR151 ag: -0.3
  FBW7 act: 0.1
  MITF primary: 11
  TEAD-YAP block: -6
Clc1ccccc1Cc1noc(CN2CCCCC2c2ccccn2)n1 (stereo not drawn)
  GPR151 ag: 1.0
  FBW7 act: -0.1
  MITF primary: 12
  TEAD-YAP block: -4
COCC(=O)Nc1cc(CNC(=O)c2csc(C)n2)cc(C(=O)OC)c1
  GPR151 ag: 0.5
  FBW7 act: 0.4
  MITF primary: 15
  TEAD-YAP block: 13
C=CCN1/C(=C/c2cc[n+](C)cc2)Sc2ccccc21
  GPR151 ag: 0.7
  FBW7 act: -0.1
  MITF primary: 14
  TEAD-YAP block: 87*

(next part)
SMILES	GPR151 ag	FBW7 act	MITF primary	TEAD-YAP block
CCOc1ccc(S(=O)(=O)N2CCN(C)CC2)cc1C	2.4	0.1	1	4
O=C(Nc1ccc(-n2nncc2-c2ccccc2)cc1)c1ccc(F)cc1	0.4	0.0	12	11
CC(C)CCCC(C)[C@H]1CCC2C3CC=C4C[C@@H](O)CC[C@]4(C)C3CC[C@@]21C (stereo partly drawn)	-0.2&1.0	0.0&0.1	14&-15	6&-13
OCCOCCN1CCN(C2CCc3ccccc3C2)CC1 (stereo not drawn)	1.1	0.6	-3	-6
Cc1cc(C)c(Cc2c(C)nc3c(C(=O)N4CCC5(CC4)OCCO5)cnn3c2C)c(C)c1	-0.1	0.0	7	7
N#CC1=C(SCc2ccccc2)NC(=O)CC1c1ccc(Cl)cc1 (stereo not drawn)	1.1	-0.1	8	-2
COCCn1c(C)cc(O)c(C(c2ccncc2)N2CCC(C)CC2)c1=O (stereo not drawn)	0.6	0.0	9	-3
COc1cc(S(=O)(=O)N(Cc2ccco2)C2CCCC2)ccc1-n1cnnn1	0.1	-0.1	5	5
CC(=O)Oc1ccc2nc(-c3ccc(N4C(=O)c5ccc(-c6nc7ccc(OC(C)=O)cc7c(=O)o6)cc5C4=O)cc3)oc(=O)c2c1	-1.3	0.1	12	1
COc1ccc(C(CNC(=O)c2ccc([N+](=O)[O-])cc2)N2CCN(C)CC2)cc1 (stereo not drawn)	0.2	0.0	6	5
CCN(CC)C(=O)C1CCCN(c2nc3ncnc(NC4CCN(Cc5ccccc5)CC4)c3[nH]2)C1 (stereo not drawn)	0.3	0.0	1	-5
CC(=O)Oc1ccccc1-c1nc2s/c(=C/c3ccco3)c(=O)n2n1	-0.5	-0.1	3	0
CCN1CCc2c(sc(NC(=O)c3sc4ccccc4c3Cl)c2C(N)=O)C1	0.2	0.0	-8	3
CSCCC(NC(=O)c1ccccc1)C(=O)OCC(=O)N1c2ccccc2Sc2ccccc21 (stereo not drawn)	0.1	0.0	10	4
COC(=O)c1cn(NC(=O)c2ccc([N+](=O)[O-])o2)c(=O)c2ccccc12	-0.9	-0.1	6	5
N#CC1=C(N)N(c2ccccc2C(F)(F)F)C2=C(C(=O)CCC2)C1c1ccc(Br)s1 (stereo not drawn)	0.1	-0.2	-2	-3
CC(=O)c1cccc(-c2nc(NCCCN3CCCC3=O)c3ncn(-c4ccccc4)c3n2)c1	-0.8	-0.1	-7	58*

Assay outcomes as filed in PubChem.
